Screening results as filed in PubChem BioAssay.
HTT aggregate – qHTS Multiplex Assay to Identify Dual Action Probes in a Cell Model of Huntington: Aggregate Formation (GFP). actives 1.1% (n = 220,000). Potency, µM (doses to about 46.1 µM), for the others: top-dose activity change, negative = inhibition, usual class: inhibitors. PC12 HttQ103-GFP aggregates, Acumen cytometry, 40 h; also: potency is read from the fitted curve at half-maximal effect; % is scaled to controls: 0 for no effect and ±100 for the full control effect; nearly all actives have a fitted effect of over 60% in size
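Huntingtin Q103 exon 1–GFP aggregates in induced PC12 cells (100 nM tebufenozide) were quantified by cytometry from lysates, with compounds dosed in titration.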
CBFb-RUNX1 inh – qHTS Assay for Compounds Blocking the Interaction Between CBF-beta and RUNX1 for the Treatment of Acute Myeloid Leukemia. AlphaScreen CBFb-His/RUNX1-biotin binding, biochemical. AID 1477, 2009. Potency, µM (highest dose often 59.8 µM), inactives show at the highest dose activity, negative = inhibition, usual class: inhibitors. 230,000 tested, under 10 active; also: % of control where 0% means no effect
Target sequence (Q01196 whole entry, looked up): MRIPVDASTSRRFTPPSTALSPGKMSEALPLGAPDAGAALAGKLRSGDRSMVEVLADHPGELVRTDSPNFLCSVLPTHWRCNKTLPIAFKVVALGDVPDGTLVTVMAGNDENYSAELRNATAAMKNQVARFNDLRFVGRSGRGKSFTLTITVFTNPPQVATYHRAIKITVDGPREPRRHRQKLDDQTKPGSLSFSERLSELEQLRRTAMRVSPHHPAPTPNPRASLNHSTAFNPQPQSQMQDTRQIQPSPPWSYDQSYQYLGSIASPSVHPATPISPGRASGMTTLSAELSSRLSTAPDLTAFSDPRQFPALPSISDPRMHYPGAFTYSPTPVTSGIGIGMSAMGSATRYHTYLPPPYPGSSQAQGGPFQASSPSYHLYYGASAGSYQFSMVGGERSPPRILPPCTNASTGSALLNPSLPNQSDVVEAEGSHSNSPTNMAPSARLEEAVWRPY
Target sequence (Q13951 whole entry, looked up): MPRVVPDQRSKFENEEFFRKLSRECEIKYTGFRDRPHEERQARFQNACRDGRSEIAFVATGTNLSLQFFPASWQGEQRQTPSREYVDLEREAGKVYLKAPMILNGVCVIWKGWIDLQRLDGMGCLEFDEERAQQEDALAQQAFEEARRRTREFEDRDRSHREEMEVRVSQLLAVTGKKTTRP
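Proteins preincubated together for 20 min at RT before compound addition; 15 min later, nickel and streptavidin beads were added and left 90 min prior to AlphaScreen measurement.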
IMPase Li cell – qHTS Assay for Identifying the Cell-Membrane Permeable IMPase Inhibitors: Potentiation with Lithium; CHO-M1 cells, IP1 TR-FRET (IP-One), carbachol + lithium; Potency, µM (doses to about 59.4 µM), without a hit: at the highest dose activity, negative = IMPase inhibition, hits mostly inhibitors; actives 0.35% (n = 210,000); AID 1457, 2008;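 also: IP1 builds up when IMPase is blocked and the TR-FRET signal falls; potency is read from the fitted curve at half-maximal effect; plate controls were basal vehicle for no effect and high inhibitor control for full effect; nearly all actives have a fitted effect of over 50% in size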
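Concentration–response in CHO-M1 cells, lithium-potentiated; 30 min at 37C. IP1 detected by competitive TR-FRET after 10 min lysis at RT. Hill-fitted AC50.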
Epigenetic derep – Quantitative High-Throughput Screen for Regulators of Epigenetic Control; Potency, µM (series often up to 53.9 µM), without a hit: at the top dose GFP activation, usual class: activators; murine LDR cells, GFP reporter derepression, 30 h; actives 0.2% (n = 280,000); AID 1865, 2009; also: potency is read from the fitted curve at half-maximal effect; % of control where 0% means no effect; nearly all actives have a fitted effect of over 60% in size
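Derepression of a silenced CMV-GFP reporter in murine LDR cells is scored by enumerating GFP-positive cells with a laser-scanning microplate cytometer after 30 hours of treatment at 37 C.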
Luc counter – Counterscreen for Luciferase (Kinase-Glo TM) Inhibition; Kinase-Glo luciferase, ATP luminescence, 8 min; Potency, µM (series often up to 38.3 µM), for inactives: at the top dose activity change, negative = inhibition, hits mostly inhibitors; Luciferin 4-monooxygenase (Photuris pensylvanica), Q27757; actives 0.28% (n = 200,000); also: potency is read from the fitted curve at half-maximal effect; % is scaled to controls: 0 for no effect and ±100 for the full control effect; nearly all actives have a fitted effect of over 60% in size
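Kinase-Glo luciferase light output from ATP and luciferin was measured with 10 uM ATP, within the enzyme's linear range. Buffer: 50 mM imidazole pH 7.2, 50 mM KCl, 7 mM MgCl2, 0.01% Tween 20, 0.05% BSA; luminescence read after 8 min at ambient temperature.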
L3MBTL1 block – qHTS Assay for the Inhibitors of L3MBTL1; AlphaScreen L3MBTL1–H3K9me1 peptide binding; Potency, µM (highest dose often 57.1 µM), for inactives: top-dose activity, negative = inhibition, most hits filed as inhibitors; actives 0.66% (n = 230,000); AID 485360, 2010; also: potency is read from the fitted curve at half-maximal effect; % is scaled to controls: 0 for no effect and ±100 for the full control effect; nearly all actives have a fitted effect of over 60% in size
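AlphaScreen proximity signal between nickel-chelate acceptor and streptavidin donor beads (final 10 ug/mL) reports binding of 50 nM L3MBTL1 to 75 nM biotin-H3 K9me1 peptide; complex incubated with compounds 30 min at room temperature; cefsulodin titration as control.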
NPSR antag – qHTS Assay for Antagonists of the Neuropeptide S Receptor: cAMP Signal Transduction; Q6W5P4; CHO-NPSR cells, cAMP TR-FRET, antagonist mode; Potency, µM (top dose mostly 38.3 µM), inactives show top-dose activity change, negative = inhibition, most hits filed as inhibitors; actives 1% (n = 220,000); AID 1461, 2008; also: potency is read from the fitted curve at half-maximal effect; % is scaled to controls: 0 for no effect and ±100 for the full control effect; nearly all actives have a fitted effect of over 50% in size; many of its hits are not listed in these tables
Target sequence (Q6W5P4 whole entry, looked up): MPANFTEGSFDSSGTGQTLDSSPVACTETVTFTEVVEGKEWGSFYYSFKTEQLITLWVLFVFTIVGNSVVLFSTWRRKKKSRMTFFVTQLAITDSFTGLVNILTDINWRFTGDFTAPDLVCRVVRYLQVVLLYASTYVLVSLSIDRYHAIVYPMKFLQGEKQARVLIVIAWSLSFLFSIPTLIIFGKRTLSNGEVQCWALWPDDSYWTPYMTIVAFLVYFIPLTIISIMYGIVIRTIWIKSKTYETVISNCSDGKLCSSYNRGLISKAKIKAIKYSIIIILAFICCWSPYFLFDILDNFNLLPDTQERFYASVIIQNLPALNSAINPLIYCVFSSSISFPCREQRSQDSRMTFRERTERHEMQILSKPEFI
Starred values were filed as active, the others as inactive; u = inconclusive; x = not tested or not shown; & = joins results of further samples; ! = a repeat was not active; [ ] = dose if it differs, or a comment. Calls follow the shape of the dose curve; as a rule, active = well fitted curve in the direction sought with a large enough effect; inconclusive = small, poorly fitted or top-dose-only effect, or another doubt; inactive = no such curve, though single readings can be large; an effect the other way counts as inactive or inconclusive. This is a subset; the hit share may differ from the screen's.

SMILES | HTT aggregate | CBFb-RUNX1 inh | IMPase Li cell | Epigenetic derep | Luc counter | L3MBTL1 block | NPSR antag
COc1ccc(C2CC(=O)n3c(nc4ccccc43)S2)cc1OC (stereo unspecified) | 18.7% | 2.6% | -1.5%[38.3 µM] | -1.1% | -0.3% | 5.1% | -7.3%[46.1 µM]
CCc1cc(=O)oc2cc(C)cc(OC(C)C(=O)O)c12 (stereo unspecified) | -7.6% | 6.6% | u | 0.3% | 0.9% | 2.1% | -1.9%[46.1 µM]
Cc1c(NC(=O)C2CCCN2S(=O)(=O)c2ccc(Cl)cc2)c(=O)n(-c2ccccc2)n1C (stereo unspecified) | -16.6% | 2.0% | -25.3%[38.3 µM] | -2.9% | -7.7% | -3.4% | -7.1%[46.1 µM]
Cc1ccc(S(=O)(=O)N2CCN(C(=O)N3CCOCC3)C2C(C)C)cc1 (stereo unspecified) | 1.0% | -0.1% | -0.2%[38.3 µM] | -1.0% | 2.1% | 3.4% | -0.3%[46.1 µM]
Cc1cc(C(=O)NC2=NCCS2)c2ccccc2n1 | 1.8% | -2.4% | -3.1% | 2.8% | 1.0% | x | 10.2%
CN1C(=O)CSc2ccc(NC(=O)N3CCN(c4ccccc4)CC3)cc21 | 1.0% | -8.5% | 4.4% | 6.3% | x | x | 9.8%
O=c1c2ccccc2nc(/C=C/c2cccnc2)n1CCc1ccccc1 | -6.1%[9.22 µM] | 7.3% | x | -1.0% | x | x | -36.9%
Cc1cccc(NC(=S)Nc2ccccn2)c1 | 4.0%[9.22 µM] | 3.1% | x | 4.3% | x | -9.0% | u
COc1ccc(CN(C(=O)c2ccco2)C2CC(C)N(C)CC2C)cc1 (stereo unspecified) | -18.0% | 0.1% | 0.9%[38.3 µM] | 3.2% | -3.6% | -1.8% | 2.9%[46.1 µM]
Cc1ccc(-n2c(=O)c3c(n4cnnc24)-c2ccccc2CC32CCCCC2)cc1 | 14.7% | 2.4% | 7.3% | -0.1% | 1.0% | -4.7% | -31.5%
O=C(CSC1=NCCS1)Nc1ccc2ccccc2c1 | -21.8%[9.22 µM] | -3.8% | 10.2% | -0.7% | 1.3% | 6.7% | -16.3%
CCOC(=O)c1cc2ccc(OC)cc2oc1=O | -8.8% | -2.0% | -6.7%[38.3 µM] | -0.2% | -11.5% | 11.3% | -4.9%[46.1 µM]
CC(=O)Nc1nn(C)c2nc3cc(C)ccc3cc12 | -14.0% | u | 15.9%[38.3 µM] | 1.7% | -10.4% | 0.7% | -11.6%[46.1 µM]
COc1ccccc1OCC(=O)Nc1cc(S(=O)(=O)N2CCCCC2)ccc1N1CCCCC1 | -4.7% | -10.1% | 5.7% | -3.0% | 0.9% | -5.9% | -23.4%
O=C(N/N=C/C=C\c1ccccc1[N+](=O)[O-])c1cccnc1 | 17.5%[9.22 µM] | 2.2% | x | 0.0% | x | x | -30.6%
Cc1cc([N+](=O)[O-])nn1CC(=O)Nc1sc2c(c1C(N)=O)CCCC2 | 5.2% | -9.2% | 4.4% | -0.2% | -1.6% | 0.3% | 3.3%
Cc1ccc2c(c1)COc1c3ccc(C(=O)NC(C)C)cc3nn1-2 | -23.4%[9.22 µM] | 6.5% | x | 3.2% | x | x | 6.6%
COC(=O)c1cnn2c(C(F)(F)F)cc(-c3ccc(F)cc3)nc12 | -25.1% | -4.1% | -5.3%[38.3 µM] | -0.1% | -6.2% | u | 13.0%[46.1 µM]
CCCc1cc(=O)[nH]c(SCC(=O)NC(=O)c2ccccc2)n1 | 4.6% | 9.0% | x | -5.3% | x | 5.8% | -3.7%[46.1 µM]
COc1ccc(CCNC2CC(=O)N(CCc3ccc(OC)c(OC)c3)C2=O)cc1 (stereo unspecified) | -1.6% | -0.7% | 27.3%[38.3 µM] | 0.5% | -2.0% | x | -9.7%[46.1 µM]
COc1ccc2c3c([nH]c2c1)[C@@H]1C[C@@H]2[C@@H](C[C@H](O)[C@H](OC)[C@H]2C(=O)O)CN1CC3 | x | 4.7%[21.7 µM] | 2.5% | -0.3%[16.9 µM] | 5.2%[17.1 µM] | x | x
Cn1nc(-c2ccc(C(=O)N3CCN(Cc4ccccc4)CC3)cc2)c2ccccc2c1=O | -16.7%[9.22 µM] | 2.3% | 25.9%[38.3 µM] | -0.2% | 6.8% | x | -6.6%[46.1 µM]
COC(=O)c1ccc2c(c1)c(I)c(-c1ccc(OC)cc1)n2C | x | 5.0% | 14.5% | -4.6% | -0.5%[39.9 µM] | x | x
COc1ccc(Cl)cc1NC(=O)CSc1nnc(-c2ccncc2)n1CC1CCCO1 (stereo unspecified) | -4.4% | 0.7% | -1.8%[38.3 µM] | 1.2% | -2.7% | 5.4% | -4.6%[46.1 µM]
Nc1cc(=O)nc(SCC(=O)Nc2ccccc2Cl)n1-c1ccccc1 | 11.1% | 0.7% | 5.0% | 0.0% | -1.5% | 13.7% | 15.2%

Single values from the list:
In Epigenetic derep, COC(=O)c1ccc2c(c1)c(I)c(-c1ccc(OC)cc1)n2C has -4.6%
In L3MBTL1 block, COc1ccc(C2CC(=O)n3c(nc4ccccc43)S2)cc1OC (stereo unspecified) has 5.1%

Next part:
SMILES | HTT aggregate | CBFb-RUNX1 inh | IMPase Li cell | Epigenetic derep | Luc counter | L3MBTL1 block | NPSR antag
CCC(C)(C)n1nnnc1C(c1ccc(OC)c(OC)c1)N1CCN(c2ccc(F)cc2)CC1 (stereo unspecified) | -28.2% | 16.6% | 11.1% | 1.4% | -0.1% | 0.2% | -19.8%[46.1 µM]
O=C1CN(C(=O)COC(=O)CNC(=O)c2ccc(Cl)cc2)c2ccccc2N1 | 7.3% | 1.1% | 4.3% | 8.8% | -2.7% | x | -1.8%
O=C(CSc1nnc(Nc2ccccc2)s1)NCc1ccco1 | 7.5% | -6.9% | 5.5%[38.3 µM] | -5.7% | 0.9% | -6.9% | 8.0%[46.1 µM]
NC(=O)C1(N2CCCCC2)CCN(C(=S)Nc2ccc(S(N)(=O)=O)cc2)CC1 | 8.1%[9.22 µM] | 3.6% | -1.7% | -4.2% | 4.1% | 7.1% | 0.5%
Cc1ccc2c(C)c(C(=O)Nc3cccnc3)oc2c1 | 7.7% | 1.2% | 20.2%[38.3 µM] | 2.2% | -3.2% | x | -14.1%[46.1 µM]
CCOC(=O)Cn1c(C)c(Br)c(COC)c(C#N)c1=O | -0.3%[9.22 µM] | 12.9% | x | 1.1% | x | 3.7% | 3.3%
O=C(CSc1nnc2c(n1)[nH]c1ccccc12)Nc1ccc(N2CCOCC2)cc1 | -7.2%[9.22 µM] | u | x | 2.2% | x | 57.1%[activator] | 10.2%
COc1cc(OC)cc(-c2ncc3ccccn23)c1 | -17.2% | u | 4.8% | 0.0% | -7.2% | -2.4% | -8.2%
C[n+]1cc(-c2ccccc2)n2c1CCCCC2 | u | -1.0% | -14.0%[38.3 µM] | 2.8% | -3.5% | 2.4% | -4.7%[46.1 µM]
CC(CN1c2ccccc2Sc2ccccc21)N(C)C (stereo unspecified) | 28.2µM*! | -1.2%&-0.9%&-6.0%&7.3% | 29.4%&26.6%&0.0%&38.5% | 0.1%&-0.1%&2.9%&2.7% | 0.4%&-2.6%&-6.2% | -7.2% | 0.8%
Cc1cc(C(=O)O)cc(Br)c1N | 11.7% | 4.3% | 1.3% | 4.0% | -3.1% | 0.2% | 1.1%
Cc1ccc(CNC(=O)/C=C/c2ccc(S(=O)(=O)NCc3ccco3)cc2)cc1 | u | -2.8% | 2.8% | -1.3% | -2.3% | 3.3% | -9.0%
Cc1cc(C2C(C#N)=C(N)OC3=C2C(=O)CCC3)c(C)s1 (stereo unspecified) | 7.8%[9.22 µM] | -1.6% | 17.4%[38.3 µM] | 1.8% | 0.6% | x | -3.5%[46.1 µM]
Cc1ccc(NC(=O)Nc2ccc(F)cc2)cc1Cl | -31.1% | 4.2% | 6.7% | 1.3% | -2.0% | 3.8% | 2.1%
Cc1ccccc1NC(=S)NCc1cccn1C | 5.2% | 2.5% | -3.1% | -1.9% | -1.6% | -0.8% | 13.1%
O=C(NCc1nc2ccccc2[nH]1)c1ccccc1F | -8.4%[9.22 µM] | 1.8% | x | 1.1% | x | -6.5% | 0.3%
COc1ccc(-c2[nH]ncc2C=O)cc1OC | 6.0% | 6.1% | 3.0% | 1.1% | -6.2% | -6.0% | 7.2%
COC(=O)C(NC(=O)c1ccc(F)cc1)(Nc1nc(C)cs1)C(F)(F)F (stereo unspecified) | 3.8% | 3.1% | 21.1%[38.3 µM] | -1.1% | 1.8% | -10.5% | 3.8%[46.1 µM]
O=c1c2ccccc2nc(-c2ccccc2)n1CCCn1ccnc1 | 17.5% | -4.8% | 16.1%[38.3 µM] | -0.4% | -1.3% | 0.1% | -21.1%[46.1 µM]
O=C(NCC1CCCO1)c1cccc(N2C(=O)C3C4C=CC(C4)C3C2=O)c1 (stereo unspecified) | -7.4% | -13.4% | 2.2%[38.3 µM] | 0.0% | 0.5% | -10.5% | -12.5%[46.1 µM]
CCN1CC2=C(OC(N)=C(C#N)C2c2cccs2)/C(=C\c2cccs2)C1 (stereo unspecified) | 12.5% | -23.8% | 14.7%[38.3 µM] | -2.9% | -3.1% | x | u

3 entries already listed, ordered by length of the SMILES, lowest first.
SMILES | HTT aggregate | CBFb-RUNX1 inh | IMPase Li cell | Epigenetic derep | Luc counter | L3MBTL1 block | NPSR antag
Cc1ccccc1NC(=S)NCc1cccn1C | 5.2% | 2.5% | -3.1% | -1.9% | -1.6% | -0.8% | 13.1%
Cc1ccc2c(C)c(C(=O)Nc3cccnc3)oc2c1 | 7.7% | 1.2% | 20.2%[38.3 µM] | 2.2% | -3.2% | x | -14.1%[46.1 µM]
CCC(C)(C)n1nnnc1C(c1ccc(OC)c(OC)c1)N1CCN(c2ccc(F)cc2)CC1 (stereo unspecified) | -28.2% | 16.6% | 11.1% | 1.4% | -0.1% | 0.2% | -19.8%[46.1 µM]

Three entries out of the list above, sorted by the number in Epigenetic derep, lowest first.
structure	Epigenetic derep
COC(=O)C(NC(=O)c1ccc(F)cc1)(Nc1nc(C)cs1)C(F)(F)F (stereo unspecified)	-1.1%
O=c1c2ccccc2nc(-c2ccccc2)n1CCCn1ccnc1	-0.4%
COc1ccc(-c2[nH]ncc2C=O)cc1OC	1.1%
